RGS7-Gao reg: human RGS7-Galphao interaction regulation | P09471 | Multiplexed bead flow cytometry, RGS7-Galphao binding; actives lie on both sides | AID 1439 | 220,000 tested, 0.35% active | binding response (% of control), % at 10 µM; in the data active means binding response below about 49% or above about 150%; inconclusive means no clear call, values can overlap the other calls; inactive means in between;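 further: fluorescent Galphao held in activated GDP-AlF4 state binding bead-coupled RGS7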
ABCB1 inh: blocks JC-1 efflux by human ABCB1 transporter | P08183 | CCRF-Adr cells, flow cytometry | inhibition, % at 6.6 µM | 190,000 tested, 0.067% active; in the data active means inhibition above about 40%;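 further: 0% = vehicle and 100% = reference inhibitor; higher value means more JC-1 retained so stronger ABCB1 efflux block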
RGS4-Gao reg: modulates binding of RGS4 to human Galphao. 220,000 tested, 0.33% active. P09471. binding response (% of control), % at 10 µM. AID 1415. Multiplexed bead flow cytometry; actives lie on both sides; in the data active means binding response below about 49% or above about 150%; inactive means in between;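 further: fluorescent Galphao activated with aluminum fluoride binding bead-coupled RGS4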
Bcl-XL Bim block: human Bim-Bcl-XL interaction inhibition; Q07817; AID 1007; 190,000 tested, 0.04% active; inhibition, % at 10 µM; Bim peptide-Bcl-XL binding, bead flow cytometry, fluorescence
Bcl-2 Bim block: inhibitors of Bim-Bcl-2 interaction, human; Bead-based flow cytometry, Bim peptide-Bcl-2 binding; inhibition, % at 10 µM; 190,000 tested, 0.06% active; AID 950; in the data active means inhibition above about 40%; inconclusive means no clear call, values can overlap the other calls;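 further: 0% = no compound wells with probe peptide and 100% = reference peptide inhibitor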
Target sequence (P10415 whole entry, looked up): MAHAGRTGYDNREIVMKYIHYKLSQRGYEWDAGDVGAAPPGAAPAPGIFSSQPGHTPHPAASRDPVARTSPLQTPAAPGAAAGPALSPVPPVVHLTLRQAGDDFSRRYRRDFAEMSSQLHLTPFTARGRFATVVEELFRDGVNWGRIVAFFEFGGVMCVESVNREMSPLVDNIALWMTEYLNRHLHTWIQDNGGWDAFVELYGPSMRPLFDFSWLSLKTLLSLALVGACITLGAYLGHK
Avidin bead fluor: avidin bead compound fluorescence profile; Avidin beads, compound fluorescence 488/530 nm, flow cytometry; hits give high values; fluorescence (KMESF) at 10 µM; 220,000 tested, 0.38% active; AID 1775; in the data active means fluorescence above about 47; further: inactives centre near 10
Bcl-W Bim block: inhibitors of Bim-Bcl-W interaction, human; bead-based flow cytometry, Bim peptide-Bcl-W binding; inhibition, % at 10 µM; 190,000 tested, 0.02% active;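 further: 0% = bound tracer without compound and 100% = peptide blocker; higher means less fluorescent Bim peptide bound to Bcl-W beads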
Bim-Bcl-B: human Bim-Bcl-B interaction inhibition; Q9HD36; inhibition, % at 10 µM; 190,000 tested, 0.073% active; bead-based flow cytometry, Bim peptide-Bcl-B binding; AID 951;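 further: 0% = tracer peptide without compound and 100% = reference inhibitor peptide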
Target sequence (Q9HD36 whole entry, looked up): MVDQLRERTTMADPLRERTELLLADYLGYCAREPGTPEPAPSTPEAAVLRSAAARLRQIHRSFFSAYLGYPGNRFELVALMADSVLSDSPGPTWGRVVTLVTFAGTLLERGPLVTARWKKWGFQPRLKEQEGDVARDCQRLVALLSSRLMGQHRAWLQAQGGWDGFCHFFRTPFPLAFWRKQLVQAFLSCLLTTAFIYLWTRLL
Bfl-1 Bim block: inhibitors of Bim-Bfl-1 interaction, human; Bead-based flow cytometry, Bim-Bfl-1 binding inhibition; inhibition, % at 10 µM; 190,000 tested, 0.12% active; AID 1008;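 further: 0% = wells without compound plus tracer and 100% = blocker peptide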
ABCG2 block: inhibitors of human ABCG2 transporter, ABCB1 counter-screen | 190,000 tested, 0.1% active | AID 1325 | Q9UNQ0 | inhibition, % at 6.6 µM | IgMXP3 cells, JC-1 efflux, flow cytometry;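 active means inhibition above 80%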;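 further: 0% = DMSO and 100% = nicardipine control wells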
Target sequence (Q9UNQ0 whole entry, looked up): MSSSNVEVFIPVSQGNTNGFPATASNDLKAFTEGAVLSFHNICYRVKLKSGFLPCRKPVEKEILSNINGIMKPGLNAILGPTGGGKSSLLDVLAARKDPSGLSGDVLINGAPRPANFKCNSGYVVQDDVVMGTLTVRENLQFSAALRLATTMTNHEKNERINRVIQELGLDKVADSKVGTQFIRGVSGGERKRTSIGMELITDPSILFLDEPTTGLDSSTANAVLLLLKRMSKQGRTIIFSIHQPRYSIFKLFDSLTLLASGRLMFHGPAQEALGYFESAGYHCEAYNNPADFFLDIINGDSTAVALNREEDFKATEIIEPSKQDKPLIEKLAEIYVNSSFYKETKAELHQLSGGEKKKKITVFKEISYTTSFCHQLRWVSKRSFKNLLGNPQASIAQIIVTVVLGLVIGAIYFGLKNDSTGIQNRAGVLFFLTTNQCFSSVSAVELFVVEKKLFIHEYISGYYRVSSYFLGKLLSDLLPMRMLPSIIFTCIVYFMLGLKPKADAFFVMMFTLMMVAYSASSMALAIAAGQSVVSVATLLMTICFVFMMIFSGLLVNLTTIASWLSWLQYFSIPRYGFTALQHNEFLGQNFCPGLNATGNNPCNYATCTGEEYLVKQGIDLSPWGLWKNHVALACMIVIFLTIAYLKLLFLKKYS
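Measure – % inhibition of efflux relative to nicardipine and DMSO · Test system – ABCG2 IgMXP3 and barcoded ABCB1 CCRF-Adr cell mix · Control set – nicardipine as high control, DMSO as low control · Compound – one concentration, 6.6 µM final · Signal – flow cytometry of retained JC-1 fluorescence · Timing – 10 min exposure at 25 °C with rotation, no wash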
GSH bead fluor: compound fluoresces at 488/530 nm on GSH beads; GSH beads flow cytometry, compound fluorescence 488/530 nm; hits give high values; fluorescence (KMESF) at 10 µM; 190,000 tested, 0.25% active; AID 1776; in the data active means fluorescence above about 89;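 further: glutathione beads carrying GST-tagged Bcl family fusion proteins plus one bare bead set; values are compound well signal with DMSO vehicle wells as background; inactives centre near 16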
* = called active by the depositor; ? = inconclusive; nt = not tested or not shown. Unless noted, no stated cut-off is given here; in the data, active means inhibition above about 40%. An unsorted share of the library. Share with any hit: about 1.3%.

SMILES	RGS7-Gao reg	ABCB1 inh	RGS4-Gao reg	Bcl-XL Bim block	Bcl-2 Bim block	Avidin bead fluor	Bcl-W Bim block	Bim-Bcl-B	Bfl-1 Bim block	ABCG2 block	GSH bead fluor
CCN=C(NCC)SC1CC(=O)N(c2cccc(OC)c2)C1=O (stereo unspecified)	106	1.4	109	-3	-5	18	-2	-2	0	7	8
COc1ccc(-n2c(CNC(=O)c3ccc(S(=O)(=O)N4CCCC4)cc3)n[nH]c2=S)cc1	105	-0.5	104	-8	-4	17	0	-16	-1	-1	6
CCCCNc1c([N+](=O)[O-])cc(C)cc1[N+](=O)[O-]	108	0.5	111	1	-1	6	-2	2	-1	2	25
O=C(CCn1c(=O)oc2ccccc21)Nc1ccon1	101	-0.1	96	nt	?	7	nt	nt	nt	3	28
Cc1nn(C)cc1/C=C1\CCC/C(=C\c2cn(C)nc2C)C1=O	99	0.4	96	-9	-7	7	-2	-10	-11	3	32
Cc1cc2ncn(CCCCOc3ccccc3)c2cc1C	95	-1.0	100	-5	-10	16	0	-8	-16	42	35
Cc1ccc2[nH]cc(C(=O)CN3CCN(C)CC3)c2c1	94	0.2	96	1	-1	35	0	0	-1	1	17
Cc1cccc(-c2csc(NC(=O)c3cnccn3)c2C(=O)OC(C)C)c1	101	0.2	99	-1	-1	11	-1	0	1	1	15
O=S1(=O)CCN(C(CO)c2ccccc2)CC1 (stereo unspecified)	99	0.0	100	0	-5	9	0	-4	-5	3	14
OC(COc1ccc2cc(Br)ccc2c1)CN1CCOCC1 (stereo unspecified)	nt	0.0	nt	-7	16	nt	-3	-3	-2	1	19
CN1CCN(/C=N/C2=C(C#N)C(c3ccccc3)C3=C(CC(C)(C)CC3=O)O2)CC1 (stereo unspecified)	101	0.6	99	-1	-1	6	-2	-3	0	1	19
Cc1cc(C)cc(C(=O)NCC(=O)OCc2c(C)noc2C)c1	-0.1*	0.5	16*	-4	-3	-5	-2	-5	-11	9	10
O=C1C2C3C=CC(C3)C2C(=O)N1/N=C/c1cn(Cc2ccc(F)cc2)c2ccccc12 (stereo unspecified)	103	0.7	104	0	-3	nt	-2	-3	-1	1	12
COC(=O)c1cc(Br)c(=O)n(-c2ccccc2OC)c1	98	0.5	96	-9	-8	5	0	-6	-9	2	60
COC(=O)c1cc(C)nc(N)c1C#N	101	0.3	96	-1	-4	8	-3	-1	-5	1	56
COc1ccc(NC(=O)C(NCC(C)C)c2ccccc2)cc1Cl (stereo unspecified)	102	1.0	101	1	0	10	3	0	-1	3	14
OC(c1ccc(Cl)cc1Cl)C(Cc1cccnc1)n1cncn1 (stereo unspecified)	98	0.8	95	-9	-8	7	3	-7	-10	1	45
CC1(C)CC(=NO)CC(C)(C)N1	97	0.1	93	-8	-8	8	0	-7	-12	0	42
COc1cccc2c3c(c(C)nc12)CCN3c1ccccc1	100	1.7	101	-2	0	8	0	1	4	14	11
Cc1cccn2cc(-c3ccc(S(=O)(=O)N4CCOCC4)cc3)nc12	98	0.0	96	0	0	6	1	-3	-11	0	18
CCC(C)Nc1nc(Cl)nc(NCCOc2ccccc2)n1 (stereo unspecified)	101	-0.1	103	-7	-4	4	-4	-3	-2	7	9
CCN(CC)c1ccc(C=C(c2nnnn2-c2ccccc2)c2nnnn2-c2ccccc2)cc1	99	2.2	99	-3	-5	2	-1	-3	-1	2	11
O=Cc1ccc(N2CCCCCC2)cc1	104	0.8	101	8	9	12	1	0	-1	2	59
COC(=O)CC1C(=O)NCCN1C(=S)NC(=O)CCc1ccccc1 (stereo unspecified)	98	-1.5	100	0	-1	8	0	0	3	-5	12
O=C1C(=O)N(CC2CCCO2)C(c2ccccc2[N+](=O)[O-])/C1=C(/O)c1ccccc1 (stereo unspecified)	99	0.3	101	-2	-3	21	0	-2	-6	1	10
Cc1nc2ccccc2c2oc(C(=O)NCCCN3CCC(C)CC3)cc12	101	2.1	96	-6	-7	6	-1	-9	-13	1	20
O=C(N/N=C/c1ccc([N+](=O)[O-])o1)c1cc(-c2ccc(-c3ccccc3)cc2)nc2ccccc12	103	-0.6	99	1	0	11	4	-5	0	-10	9
CCOc1ccc(/C=N/O)cc1	111	-0.1	111	-2	-7	12	0	-5	-10	0	57
O=C(NCC1CCCO1)/C(=C\c1cccc([N+](=O)[O-])c1)NC(=O)c1ccccc1 (stereo unspecified)	106	0.4	101	0	0	9	0	0	-2	3	16
Cc1cc(CSc2ccccc2)ccc1NC(=O)COc1ccccc1	105	0.5	103	0	1	20	0	1	1	3	11
CC(=O)Nc1ccc(C(=O)CSc2cc(C)c3cccc(C)c3n2)cc1	101	0.2	107	-4	-14	16	-5	-7	-15	2	10
CCc1ccc(NC(=S)Nc2cc(OC)c(NC(=O)C(C)C)cc2OC)cc1	103	1.2	103	-1	-1	10	-3	0	-3	5	10
COc1ccccc1OCC(=O)Nc1cc(Cl)ccc1Oc1ccccc1	98	1.9	102	-8	-5	21	-2	-11	-4	77	11
CC1=CC2=C(OC1N(C)C)c1cccc3cccc(c13)C2=O (stereo unspecified)	109	-0.1	121	-4	0	1	0	-1	0	2	26
FC(F)(F)c1cccc(CON=C2CCN(c3ncc(C(F)(F)F)cc3Cl)CC2)c1	98	0.3	101	-9	-12	11	0	-11	-14	1	12
O=C(CN1CCN(C(=O)N2CCOCC2)CC1)Nc1ccc(Br)cc1	94	0.3	94	-6	0	14	-4	-3	1	1	27
COc1cccc(N2CCN(CC(=O)Nc3ccc(-n4cnnn4)cc3)CC2)c1	105	-0.2	105	-2	-3	22	0	-6	-8	1	7
Cc1nn(-c2ccccc2)c(Cl)c1/C=N/NC(=O)c1ccc(NS(=O)(=O)c2cccs2)cc1	?	-0.4	103	-2	-5	10	0	-1	-4	2	13
COc1cc2c(cc1OC)C(c1ccncc1)CC(=O)N2 (stereo unspecified)	113	0.3	104	-5	-3	47*	-5	-10	-7	9	35
CN(C)c1ccc(P(=O)(Nc2cccc(C(F)(F)F)c2)N2CCOCC2)c(NC(=O)c2cccs2)c1 (stereo unspecified)	98	51*	101	-2	-1	5	-2	-1	0	19	9
Cc1ccc(-c2noc(CN3CCN(Cc4ccccc4)CC3)n2)cc1	101	0.6	102	-3	2	5	-3	-4	-2	2	13
CCOC(=O)C(=O)Nc1cc(C)on1	86	1.0	92	0	-4	12	-1	-4	-7	5	8
Cc1[nH]c2ccccc2c1C(=O)CSc1ccc(Cl)cc1	102	-0.1	99	-5	-4	8	-3	-5	-5	6	17
COC(=O)C1CCN(C(=O)COC(=O)Cc2c[nH]c3ccccc23)CC1	98	0.1	100	-2	0	10	-2	-3	0	0	6
CSc1nc(N2CCOCC2)cc(N2CCOCC2)n1	100	0.2	104	-4	-2	25	-3	-5	-9	3	10
O=C(NCc1ccccc1)c1cccnc1N1CCOCC1	103	-0.4	102	1	2	24	0	1	-3	3	26
COc1cccc(C(C(=O)NC2CCCC2)N(C(=O)c2ccco2)C2CC2)c1OC (stereo unspecified)	97	1.0	101	-23	-6	7	2	-4	-10	3	39
COC(=O)COc1ccc(=O)n(-c2ccccc2)n1	100	0.6	100	0	-6	7	4	-4	-6	3	12
CCOC(=O)c1cnc2nc(Cc3ccccc3)[nH]n2c1=O	96	0.1	98	-7	-4	21	-3	-9	-9	0	12
CC(=O)Nc1ccc(N2CCOCC2)c(C(=O)Nc2cccc(C)c2)c1	105	0.9	111	7	-7	13	0	-7	-13	9	33

Other entries follow:
SMILES	RGS7-Gao reg	ABCB1 inh	RGS4-Gao reg	Bcl-XL Bim block	Bcl-2 Bim block	Avidin bead fluor	Bcl-W Bim block	Bim-Bcl-B	Bfl-1 Bim block	ABCG2 block	GSH bead fluor
CSCCC(NC(=O)C1CC1)c1nc2ccccc2[nH]1 (stereo unspecified)	94	1.0	95	0	-1	17	-2	1	-2	9	7
CCN(CC(=O)O)S(=O)(=O)c1cc(Cl)ccc1Cl	109	0.9	103	4	-8	7	3	-6	-9	5	43
COCCNC(=S)N1CCC(C(=O)c2ccc3c(c2)OCCO3)CC1	103	0.0	101	-4	0	6	0	-12	0	10	24
CC(C)c1ccc(OCC(=O)NCCO)cc1	99	-0.6	98	-5	0	12	-3	-8	0	-1	11
O=C(Nc1cccc(S(=O)(=O)C(F)F)c1)c1ccc(S(=O)(=O)N2CCCC2)cc1	103	0.7	100	0	0	13	2	0	3	11	14
COc1ccc(NC(=O)c2ccc3ccccc3n2)cc1S(=O)(=O)Nc1ccccc1Cl	101	0.0	103	-3	-12	15	-2	-6	-15	-4	9
CC(C)C(CCN1C(=O)CCC1=O)C1CCOC(C)(C)C1 (stereo unspecified)	97	1.0	103	-1	-6	17	2	-3	-8	10	22
CN1CCN(C(=O)/C(=C/c2cccs2)NC(=O)c2cccs2)CC1	92	0.3	95	-4	-6	17	-4	-3	-10	-1	17
N#Cc1nc(COc2ccc(Br)cc2)oc1N1CCN(Cc2ccccc2)CC1	108	-0.4	110	-7	-14	8	-1	-13	-14	6	15
CCC(=O)N1CCN(c2ccc(NC(=O)c3ccc(-c4ccccc4)cc3)cc2)CC1	105	0.3	105	-3	-5	10	2	-7	-10	1	6

The last 3 records of the section before are carried over, then new ones follow:
SMILES	RGS7-Gao reg	ABCB1 inh	RGS4-Gao reg	Bcl-XL Bim block	Bcl-2 Bim block	Avidin bead fluor	Bcl-W Bim block	Bim-Bcl-B	Bfl-1 Bim block	ABCG2 block	GSH bead fluor
CN1CCN(C(=O)/C(=C/c2cccs2)NC(=O)c2cccs2)CC1	92	0.3	95	-4	-6	17	-4	-3	-10	-1	17
N#Cc1nc(COc2ccc(Br)cc2)oc1N1CCN(Cc2ccccc2)CC1	108	-0.4	110	-7	-14	8	-1	-13	-14	6	15
CCC(=O)N1CCN(c2ccc(NC(=O)c3ccc(-c4ccccc4)cc3)cc2)CC1	105	0.3	105	-3	-5	10	2	-7	-10	1	6
Cc1nc2ccc(S(=O)(=O)c3ccc4nc(C)[nH]c4c3)cc2[nH]1	105	0.7	113	0	-2	23	0	-7	-10	4	9
O=C(NCc1ccco1)C1CCC(CNS(=O)(=O)c2cccc3cccnc23)CC1 (stereo unspecified)	102	-0.1	99	-2	-7	7	0	-6	-9	0	26
CCCN1C(=O)C(O)(C/C(C)=N/O)c2ccccc21 (stereo unspecified)	98	2.2	97	0	-7	10	0	-4	-12	7	34
FC(F)(F)c1cc(C(F)(F)F)c2ccc(N3CCN(c4ncccn4)CC3)nc2n1	101	0.4	101	-5	-14	16	0	-6	-15	35	33
CCC(=O)Nc1cc(C)c(NC(=O)c2ccccc2OC)cn1	112	0.5	100	-10	-6	30	0	-8	-10	6	35
O=C(Nc1ccc2c(c1)OCO2)C(c1ccccc1)N1CCCCC1 (stereo unspecified)	100	0.9	100	-4	-4	6	2	-6	-11	3	19
O=S(=O)(c1ccc(S(=O)(=O)N2CCN3CCCC3C2)cc1)N1CCCC1 (stereo unspecified)	100	-1.4	100	-9	-12	13	-1	-10	-18	0	31

In another format: entries from further up.
molecule,RGS7-Gao reg,ABCB1 inh,RGS4-Gao reg,Bcl-XL Bim block,Bcl-2 Bim block,Avidin bead fluor,Bcl-W Bim block,Bim-Bcl-B,Bfl-1 Bim block,ABCG2 block,GSH bead fluor
O=S(=O)(c1ccc(S(=O)(=O)N2CCN3CCCC3C2)cc1)N1CCCC1 (stereo unspecified),100,-1.4,100,-9,-12,13,-1,-10,-18,0,31
FC(F)(F)c1cc(C(F)(F)F)c2ccc(N3CCN(c4ncccn4)CC3)nc2n1,101,0.4,101,-5,-14,16,0,-6,-15,35,33
